TDP43 rescue: rescues yeast growth from TDP-43 toxicity | TDP-43 expressing yeast growth rescue, BacTiter-Glo, 24 h | Potency, µM (series often up to 46.1 µM), inactives show top-dose growth rescue (activation), hits mostly activators | 410,000 compounds, 1.8% hits | AID 652104; also: potency is read from the fitted curve at half-maximal effect; % of control where 0% means no effect; nearly all actives have a fitted effect of over 50% in size
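Yeast expressing TDP-43 (pregrown in raffinose, seeded at OD600=0.02 in galactose medium) exposed to compounds 24 hr at 30 deg C. Growth read by BacTiter-Glo luminescence; rescue of toxicity appears as increased signal.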
FUS suppressor: FUS proteinopathy suppression in yeast; S. cerevisiae FUS-expressing, growth rescue, OD600, 24 h; Potency, µM (highest dose often 76.6 µM), without a hit: top-dose growth rescue (activation), usual class: activators; 390,000 compounds, 0.24% hits;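 also: potency is read from the fitted curve at half-maximal effect; plate controls were DMSO vehicle for no effect and reference control for full effect; nearly all actives have a fitted effect of over 55% in size; some results filed as inactive show a strong effect at the top dose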
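Yeast FUS proteinopathy model; galactose-induced FUS (2%), starting OD 0.005. Cpds in dilution series, 24hr, 30C, 99% humidity. Abs 600 nm growth. Pos ctrl CP55940 (top 92uM final); neg ctrl DMSO.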
PTHR1 ag: PTHR1 (human) receptor agonism; Q03431; HEK293 GP2 PTHR1 cells, GloSensor cAMP luminescence, 1 h; Potency, µM (top dose mostly 115 µM), inactives show at the highest dose activation, hits mostly activators; 410,000 compounds, 0.075% hits; also: potency is read from the fitted curve at half-maximal effect; nearly all actives have a fitted effect of over 55% in size; some results filed as inactive show a strong effect at the top dose; inactives centre near -15; many of its hits are not listed in these tables
Target sequence (Q03431 whole entry, looked up): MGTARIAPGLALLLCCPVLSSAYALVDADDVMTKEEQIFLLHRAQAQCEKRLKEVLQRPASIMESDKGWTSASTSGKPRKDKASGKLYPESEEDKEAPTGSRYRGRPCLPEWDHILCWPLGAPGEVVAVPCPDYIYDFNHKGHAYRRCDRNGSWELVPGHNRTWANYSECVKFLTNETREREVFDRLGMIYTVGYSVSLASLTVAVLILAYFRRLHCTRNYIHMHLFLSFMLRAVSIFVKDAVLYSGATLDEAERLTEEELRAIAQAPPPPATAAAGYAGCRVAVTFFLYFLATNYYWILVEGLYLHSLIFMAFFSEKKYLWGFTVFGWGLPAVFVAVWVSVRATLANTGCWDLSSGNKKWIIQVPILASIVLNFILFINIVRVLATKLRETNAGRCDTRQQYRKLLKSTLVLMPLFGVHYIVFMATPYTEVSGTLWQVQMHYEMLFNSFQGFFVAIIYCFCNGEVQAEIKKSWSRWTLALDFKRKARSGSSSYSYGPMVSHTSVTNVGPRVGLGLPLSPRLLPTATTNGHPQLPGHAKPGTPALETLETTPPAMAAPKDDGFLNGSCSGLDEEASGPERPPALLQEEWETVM
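HEK-293-derived GP2 cells expressing PTHR1 and a GloSensor cAMP reporter, 3,000/well, plated overnight, given luciferin plus IBMX (each 0.5 mM as added) for 1 h at 37 °C, then compound for 1 h at 37 °C. Luminescence was read after 15 min at room temperature.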
MmCpn inh: M. maripaludis TRiC chaperonin inhibition | purified Mm-Cpn ATPase, ADP Transcreener TR-FRET | Potency, µM (highest dose often 76.9 µM), without a hit: at the highest dose activity, negative = inhibition, hits mostly inhibitors | 330,000 compounds, 0.031% hits | AID 504842; also: potency is read from the fitted curve at half-maximal effect; % is scaled to controls: 0 for no effect and ±100 for the full control effect; nearly all actives have a fitted effect of over 80% in size
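Purified archaeal Mm-CPN (25nM final) preincubated 10 min at 37degC with compound, then 10uM ATP for 30 min at 37degC; ADP measured by HTRF Transcreener TR-FRET; buffer 30 mM TRIS pH 7.4, 100mM KCl, 5mM MgCl2, 1mM DTT.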
aSyn rescue: inhibitors of alpha-synuclein toxicity in yeast; Yeast expressing alpha-synuclein, growth rescue, BacTiter-Glo, 24 h; Potency, µM (titrated, usually from 46.1 µM), inactives show top-dose growth rescue (activation), actives largely listed as activators; 370,000 compounds, 0.14% hits; also: potency is read from the fitted curve at half-maximal effect; % of control where 0% means no effect; nearly all actives have a fitted effect of over 65% in size
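Screening used galactose-induced yeast with toxic alpha-synuclein levels, exposed to compound for 24 hr at 30 deg C. Cell growth, read with BacTiter-Glo luminescence, gave the measured signal.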
HEK293 tox: cytotoxic in the GLP-1 receptor inverse agonist counter-screen. HEK293 cAMP-luciferase reporter cells, luminescence, 24 h. Potency, µM (series often up to 38.3 µM), for the others: at the top dose activity change, negative = inhibition, most hits filed as inhibitors. 410,000 compounds, 0.13% hits;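 also: loss of luciferase light is scored as toxicity; potency is read from the fitted curve at half-maximal effect; % is scaled to controls: 0 for no effect and ±100 for the full control effect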
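Seeding density was 200 cells/uL; after overnight-length (12 h) culture, 23 nL compounds went on for 24 h at 37 °C. Readout used a luciferase detection reagent, luminescence taken after 12 min at room temperature.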
Abeta yeast res: A-beta toxicity reversal in yeast | yeast expressing A-beta42, growth rescue, OD600, 48 h; response scale: 0% DMSO, 100% iron-clioquinol control | 410,000 compounds, 0.063% hits | Potency, µM (top dose mostly 46.1 µM), for inactives: at the highest dose growth rescue, actives largely listed as activators | AID 1347071; also: potency is read from the fitted curve at half-maximal effect; nearly all actives have a fitted effect of over 55% in size
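Yeast A-beta toxicity model in growth medium with pinned compounds, 48 h at 30 C; growth read as absorbance at 600 nm. Normalized to FeCl3/clioquinol equimolar mix (positive) and DMSO (negative).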
Akt phos inh: blocks phosphorylation of Akt. 360,000 compounds, 0.32% hits. activity change, % for hits at 50 µM. Neuro2A IGF-stimulated pAkt S473 HTRF, 20 min; hits give low values; in the data active = activity change below about -80%; inconclusive = mostly about -51% to -80%; also: % is scaled to controls: 0 for no effect and ±100 for the full control effect
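Neuro2A cells in DMEM with 0.5% FBS, overnight at 37 deg C, given compound at single 50 µM final, then IGF (6 nM final) for 20 min at 37 deg C. Lysed; phospho-Akt Ser473 by HTRF after 24 h, 665/615 ratio.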
GLP-1R inv ag: acts as inverse agonist at human GLP-1 receptor. P43220. HEK293 GLP-1R CRE-luciferase, luminescence, 24 h; GLP-1R form is constitutively active. Potency, µM (doses to about 38.3 µM), without a hit: at the highest dose activity change, negative = inhibition, actives largely listed as inhibitors. 410,000 compounds, 1.6% hits; also: potency is read from the fitted curve at half-maximal effect; % is scaled to controls: 0 for no effect and ±100 for the full control effect; nearly all actives have a fitted effect of over 55% in size
Target sequence (P43220 whole entry, looked up): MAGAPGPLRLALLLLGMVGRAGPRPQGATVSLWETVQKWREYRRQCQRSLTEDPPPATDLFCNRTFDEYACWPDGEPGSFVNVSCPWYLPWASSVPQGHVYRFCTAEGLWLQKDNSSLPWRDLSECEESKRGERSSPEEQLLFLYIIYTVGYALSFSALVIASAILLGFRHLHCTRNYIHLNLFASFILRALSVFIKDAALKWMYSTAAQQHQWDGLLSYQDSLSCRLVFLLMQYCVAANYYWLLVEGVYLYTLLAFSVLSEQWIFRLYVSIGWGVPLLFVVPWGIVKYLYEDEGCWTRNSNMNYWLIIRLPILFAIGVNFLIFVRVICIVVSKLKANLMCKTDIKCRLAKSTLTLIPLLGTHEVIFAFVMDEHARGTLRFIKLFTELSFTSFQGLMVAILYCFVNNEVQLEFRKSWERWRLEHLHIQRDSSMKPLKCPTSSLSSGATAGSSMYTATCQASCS
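Inverse agonists were sought by their lowering of basal cAMP reporter luciferase output in HEK293 cells stably carrying constitutively active human GLP-1R, after 24 h compound treatment.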
Starred values were filed as active, the others as inactive; i = inactive; ? = inconclusive; nt = not tested or not shown; & = joins results of further samples; [ ] = remark or other dose. Unless noted, calls follow the shape of the dose curve; as a rule, active = well fitted curve in the direction sought with a large enough effect; inconclusive = small, poorly fitted or top-dose-only effect, or another doubt; inactive = no such curve, though single readings can be large; an effect the other way counts as inactive or inconclusive. Some of the compounds tested; the hit share may differ from the screen's.

SMILES	TDP43 rescue	FUS suppressor	PTHR1 ag	MmCpn inh	aSyn rescue	HEK293 tox	Abeta yeast res	Akt phos inh	GLP-1R inv ag
O=C(c1cccs1)c1c[nH]cc1-c1ccccc1	-13.8%	-11.1%	i	nt	-3.5%	-0.2%	-43.9%[inhibitor]	i	-27.6%
CC1CCCCN1C(=O)COC(=O)c1cc(Cl)c2c(c1)OCO2 (stereo not given)	-35.5%	-9.9%	-16.8%	0.9%	4.6%	-5.5%	-4.7%	i	0.2%
Cn1c(NC2CCCCC2)cc(=O)n(C)c1=O	3.0%	-2.6%	i	-0.1%	2.5%	2.7%	23.6%	i	11.7%
CCOc1ccc(NC(=O)c2c(NC(=O)c3cccs3)sc3c2CCC(C(C)(C)C)C3)cc1 (stereo not given)	-4.6%	5.5%	i	nt	nt	9.0%	-6.5%	nt	12.0%
Cc1cccc(-n2cc(CN3CCN(C(=O)c4ncn[nH]4)CC3)c(-c3cccc(F)c3)n2)c1	-7.2%	18.2%	-15.6%	2.6%	8.5%	-0.9%[7.66 µM]	4.3%	i	-3.3%[7.66 µM]
COc1ccc(-c2[nH]ncc2/C=C(\C#N)C(=O)NC2CC2)cc1	-3.7%	2.8%	-8.2%	-1.3%	10.1%	4.4%	2.8%	i	54.5%[activator]
O=C(CSC1CN(C(c2ccccc2)c2ccccc2)C1)N/N=C/c1ccc(Cl)cc1Cl	9.6%	42.6%	i	3.3%	-16.8%	-10.9%	20.8%	i	?
O=C(O)CSCc1nc2ccccc2[nH]1	7.4%	-42.5%	i	0.9%	7.9%	2.4%	-3.9%	i	-2.7%
CN(C(=O)COC(=O)c1cccnc1Nc1cccc(C(F)(F)F)c1)C1CCS(=O)(=O)C1 (stereo not given)	nt	nt	-4.3%	-0.1%	0.0%	-12.0%	-1.8%	i	7.4%
O=C(Nc1nnc(CCc2ccccc2)s1)c1ccccc1F	?	5.8%	i	-2.5%	2.7%	-0.4%	21.9%	i	-3.1%
O=S(=O)(NCc1cn2ccsc2n1)c1cccs1	-8.6%	-9.0%	i	-5.5%	-17.0%	-6.0%	3.2%	nt	4.3%
COc1ccccc1OCC(=O)Nc1ccc(S(=O)(=O)N2CCN(C)CC2)cc1	-2.3%	7.4%	i	2.0%	3.9%	-17.0%	6.6%	i	-28.1%
COc1cc(/C=N/NC(=O)c2cccnc2)ccc1OCC(=O)N1CCOCC1	-12.4%	nt	-24.9%	-1.1%	-3.5%	-6.4%	9.7%	i	10.1%
COc1ccc(NC(=O)C(Cc2c[nH]c3ccccc23)NC(=O)OC(C)(C)C)cc1 (stereo not given)	?	4.5%	i	nt	nt	-16.5%	9.9%	nt	?
CCN(Cc1ccccc1)C(=O)c1c(C)oc2ncn(C)c(=O)c12	23.1%	2.0%	-24.8%	nt	nt	-9.5%	-8.8%	nt	-1.1%
Cc1cc(N2CCN(S(=O)(=O)Cc3ccccc3)CC2)n2ncnc2n1	-15.3%	4.4%	i	0.6%	0.8%	8.9%	-3.6%	i	0.0%
CN(CC(=O)NCc1ccc(Cl)cc1)S(=O)(=O)c1cccc2cccnc12	6.1%	6.9%	-62.8%[inhibitor]	-0.6%	3.5%	9.0%	4.3%	i	-3.1%
CC1CCN(C(=O)CCNS(=O)(=O)c2ccc(Br)cc2)CC1	-11.3%	-4.5%	-54.3%[inhibitor]	6.5%	3.55µM*	0.7%	-6.6%	i	1.6%
COc1ccc(OC)c(/C=C/C(=O)N(C)CC(=O)Nc2cc(C)ccc2C)c1	19.3%	20.3%	i	-13.2%	-9.4%	6.8%	-9.2%	i	10.2%
Cc1ccc(NC(=O)C2CC(=O)n3c(nc4ccccc43)N2)cc1Cl (stereo not given)	-1.1%[9.22 µM]	17.3%	i	-1.1%	-2.8%	13.2%	1.0%	i	-6.5%
CCNc1nc2c(c(=O)n(C)c(=O)n2C)n1Cc1ccc(F)cc1	-12.4%	-4.0%	-7.4%	nt	nt	-1.2%	-24.1%	nt	-13.0%
O=C(CSc1nc(C(F)(F)F)cc(=O)[nH]1)Nc1cccc2ccccc12	5.4%	?	-30.3%[inhibitor]	-5.1%	3.0%	-4.0%	-8.4%	i	-9.7%
Nc1nc(-c2cccnc2)nn1C(=O)c1ccc(Cl)cc1	6.2%	13.1%	-19.6%	-1.5%	0.6%	7.7%	2.6%	i	2.7%
O=C(Nc1ccc(S(=O)(=O)Nc2cnc3ccccc3n2)cc1)c1ccc(Cl)cc1Cl	14.2%	-19.3%	-16.3%	nt	5.5%	-5.4%	7.4%	i	-11.0%
Clc1ccc(-c2nnc3n2CCCS3)cc1	0.0%	25.6%	?	-0.5%	1.9%	0.5%	6.5%	i	4.8%
C(=C\c1ccccc1)/CN1CCN(C(CCc2ccccc2)c2nnnn2C2CCCC2)CC1 (stereo not given)	-4.8%	-2.7%	-10.9%	nt	-10.5%	-3.7%	-9.2%	i	?
COc1ccc(CC(=O)Nc2nccs2)cc1OC	16.6%	-6.8%	-34.6%[inhibitor]	0.5%	7.7%	-2.5%	-4.1%	i	19.4%
Nc1ncnc2c1ncn2[C@@H]1O[C@H](CN=C2NS(=O)(=O)c3ccccc32)[C@@H](O)[C@H]1O	-8.5%	7.5%	-10.3%	-0.4%	-1.5%	-5.6%	-12.1%	i	2.8%
CCOC(=O)N1CCC(N2Cc3cccc(C(=O)Nc4cc(F)ccc4F)c3C2=O)CC1	0.0%	-5.7%	-20.1%	0.8%	-6.8%	4.2%	-7.0%	i	10.1%
O=C(c1ccccc1)c1c[nH]c2cc3c(cc2c1=O)OCCO3	-7.2%	4.7%	i	1.9%	-3.4%	-11.0%	-10.8%	i	2.0%
Cc1cc(=O)[nH]c2c1c(C)nn2C(C)(C)C	-17.8%	2.0%	-11.2%	-2.6%	-4.1%	-7.0%	1.3%	i	19.3%
O=[N+]([O-])c1ccc(S(=O)(=O)NCCCc2ccccc2)cc1	17.7%	6.1%	i	nt	11.0%	16.7%	-6.1%	i	-87.1%
CC(NC(=O)CCCc1c[nH]c2ccccc12)c1ccc(F)cc1 (stereo not given)	4.6%	22.3%	i	1.8%	7.7%	5.1%	-6.5%	i	?
CN=C(Nc1ccc(C)c(C)c1)SC1CC(=O)N(c2ccc(OC)cc2)C1=O (stereo not given)	25.1%	6.8%	-3.2%	-3.6%	?	4.6%	5.4%	i	?
COc1ccccc1C(=O)Nc1ccccc1SC(=O)c1ccccc1OC	-5.8%	18.6%	-37.0%[inhibitor]	-0.3%	-3.0%	?	3.0%	i	?
Cc1cc(C)c(Cn2c3ccccc3c3cnn(CC(=O)NC4CCC(C)CC4)c(=O)c32)c(C)c1 (stereo not given)	-2.5%[9.22 µM]	11.1%	?	nt	nt	-4.2%	-6.9%	nt	-25.0%
COCCn1c(N)c(N(Cc2ccccc2)C(=O)c2ccc(-c3ccc(Cl)cc3)o2)c(=O)[nH]c1=O	-18.7%	38.5%	-9.3%	-2.6%	-2.5%	-4.6%	2.1%	i	-23.3%
CC1(CNC(=O)C(=O)NCC2(C)CO2)CO1 (stereo not given)	-6.2%	-0.3%	i	nt	2.4%	-10.0%	?	i	-21.6%
CC1(C)CN2C(=S)N(c3ccccc3)C(c3ccccc3)N2C1 (stereo not given)	?	0.2%	i	0.1%	-2.3%	22.1%	-4.4%	i	?
CC1=CC(=NOC(=O)/C=C/c2ccccc2)C=C(C)C1=O	-22.2%	9.3%	i	0.1%	13.0%	-3.2%	-14.7%	i	127.6%[activator]
CCN1CCN(c2cc3c(cc2F)c(=O)c(S(=O)(=O)c2ccccc2)cn3C)CC1	-11.3%	11.3%&-17.8%	-18.3%	-2.7%	0.9%	-16.4%&-2.5%	-14.5%&-8.8%	i	9.6%&10.6%
CN(Cc1cccs1)C(=O)COc1cccc(-n2cnnn2)c1	2.1%	1.0%	-3.8%[57.5 µM]	-2.4%	-5.2%	-5.6%	3.5%	i	4.8%
COCCCNC1=C(C#N)C(=O)NC2(CCCC2)S1	6.5%	-26.3%	-0.8%	nt	-3.1%	0.3%	7.1%	i	7.7%
O=C1Nc2ccccc2C12Nc1ccccc1-c1nc3ccccc3n12 (stereo not given)	-1.4%	-32.2%	i	-0.2%	-3.0%	-8.3%	-7.6%[9.22 µM]	i	?
O=C(CSc1ncnc2scc(-c3ccccc3)c12)N1CCN(Cc2ccc3c(c2)OCO3)CC1	-12.5%	27.9%	-27.1%	?	-3.2%	5.5%	-17.4%	i	?
COCCN1C(=NCCCOC(C)C)N[C@@H](c2ccccc2)C(C(=O)OC)=C1C	23.7%	-3.1%	i	1.4%&-2.2%	0.4%	-21.1%	3.2%	i	-1.6%
Oc1ccc2ccccc2c1C=NCc1ccccc1	-35.6%[inhibitor]	-19.7%	i	1.0%	-1.5%	-29.5%	-20.1%	i	-13.1%
CCN(Cc1ccccc1)S(=O)(=O)c1cc2[nH]c(=O)c(=O)[nH]c2cc1C	11.3%	-12.1%	i	-3.4%	2.3%	-10.8%	11.5%	i	15.7%

Two compounds picked at random from those above, as already listed:
SMILES	TDP43 rescue	FUS suppressor	PTHR1 ag	MmCpn inh	aSyn rescue	HEK293 tox	Abeta yeast res	Akt phos inh	GLP-1R inv ag
CN=C(Nc1ccc(C)c(C)c1)SC1CC(=O)N(c2ccc(OC)cc2)C1=O (stereo not given)	25.1%	6.8%	-3.2%	-3.6%	?	4.6%	5.4%	i	?
COc1ccccc1C(=O)Nc1ccccc1SC(=O)c1ccccc1OC	-5.8%	18.6%	-37.0%[inhibitor]	-0.3%	-3.0%	?	3.0%	i	?

Screens deposited in PubChem by National Center for Advancing Translational Sciences (NCATS).
